Screening data from PubChem.
14-3-3g Raf – modulators of human 14-3-3 gamma - Raf peptide interaction | inhibition, % at 40 µM | AID 422 | 160,000 compounds, 0.19% hits | P61981 | FP, 14-3-3gamma / TMR-pS259-Raf peptide binding; in the data active = inhibition above about 30%;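 note: 0% = protein plus tracer without compound and 100% = blank with tracer alone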
Target sequence (P61981 whole entry, looked up): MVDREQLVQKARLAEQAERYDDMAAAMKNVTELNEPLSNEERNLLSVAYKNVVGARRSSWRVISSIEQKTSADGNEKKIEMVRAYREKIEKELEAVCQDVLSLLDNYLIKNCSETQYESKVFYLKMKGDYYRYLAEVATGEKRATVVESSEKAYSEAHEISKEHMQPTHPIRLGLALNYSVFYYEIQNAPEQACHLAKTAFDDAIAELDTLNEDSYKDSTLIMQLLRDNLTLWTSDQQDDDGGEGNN
* hit, by the source's call; & = joins results of further samples.

SMILES	14-3-3g Raf
CC(C)OC(=O)CSc1nnc(-c2cccnc2)n1Cc1ccccc1	-8
Cc1n[nH]c(C)c1S(=O)(=O)N(CC(=O)N1CCc2ccccc21)c1ccc(C(C)C)cc1	2
COc1cccc(-c2nnc(SCC(N)=O)n2-c2ccc(Cl)cc2)c1	1
Nc1nc2n(n1)C(c1cccs1)CC(c1ccccc1)N2 (stereo not drawn)	-2
COc1ccc(-n2cnc3cc(NCc4cccs4)ccc32)cc1	5
COc1ccccc1N1CCN(c2cc(N3CCNCC3)ccc2[N+](=O)[O-])CC1	0
CSc1ccc(Cl)c(C(=O)NCC(C)C)c1	5
Nc1ccc(C(=O)c2ccc3c(c2)OCCO3)cc1N	-19
COc1ccccc1-n1cc(-c2cc3ccccc3oc2=O)[nH]c1=S	-2
CCOC(=O)c1c[nH]c2cc(OC)ccc2c1=O	-4&-8
CCOC(=O)C1=C(N)OC2=C(C(=O)CC(C)(C)C2)C1c1ccco1 (stereo not drawn)	2
C/C(=N\O)C1(C)N(O)C(C)(C)C(c2ccco2)=[N+]1[O-] (stereo not drawn)	4
Cc1cc(NC(=O)Cn2cnc3ccc(S(=O)(=O)N4CCC(C)CC4)cc3c2=O)no1	14
O=C(CN1C(=O)c2ccccc2C1=O)Nc1ccc(C(=O)Nc2cccc(O)c2)cc1	-7
Cc1cc2ncn(S(=O)(=O)c3ccc([N+](=O)[O-])cc3)c2cc1C	5
Cc1cc(C)nc(Sc2ccc3nnnn3n2)n1	0
O=C(CSc1nnc(Cc2cc(=O)[nH]c(=O)[nH]2)n1-c1ccc(Cl)cc1)NCC1CCCO1 (stereo not drawn)	-6
O=c1nc(NCc2ccco2)sc2ncccc12	-1
COc1ccc(OCC2c3cc(OC)c(OC)cc3CCN2C(=O)c2ccccc2Cl)cc1 (stereo not drawn)	-31
Nc1nnc(SCC(=O)Nc2ccccc2N2CCOCC2)s1	6
Cc1c(NC(=O)c2cccc(NC(=O)c3ccco3)c2)cccc1C(=O)O	-14
CCN(CCCNC(=O)c1cc2c(=O)[nH]c3ccccc3c2s1)c1ccccc1	-10
CCN(CC)C(=O)C1CC(=O)N(c2ccc(OC)cc2)C1c1ccc(OC)cc1 (stereo not drawn)	4
CCOC(=O)N1CCC(NC(=O)c2cccc3c2C(=O)N(CCOC)C3)CC1	-7
Cc1ccccc1NC(=O)CSc1nc(-c2ccccc2)cn1-c1ccc(F)cc1	-6
Cn1nnc2cc(C(=O)Nc3cccnc3)ccc21	3
Clc1ccc(CN2COc3cc4c(cc3C2)OCO4)cc1	2
CCc1ccccc1NC(=O)c1ccc(F)c(S(=O)(=O)N2CCN(c3cccc(Cl)c3)CC2)c1	-5
Cc1ccc(S(=O)(=O)CC(=O)Nc2ccc(S(=O)(=O)Nc3onc(C)c3C)cc2)cc1	-5&-2
CC(C)/C=C1\CCCCC1N(C)C(=O)NC(C)C (stereo not drawn)	1
COc1ccc(CCN(C)C2CC(=O)N(c3ccc(Cl)cc3)C2=O)cc1OC (stereo not drawn)	-17
CC(C)(CN1CCN(C(c2ccccc2)c2ccccc2)CC1)NS(=O)(=O)c1ccc(Cl)cc1	0
CC(=O)C1C(c2cccc(F)c2)NC(=O)NC1(O)C(F)(F)F (stereo not drawn)	2&6
CC(=O)n1ccc2ccccc21	-5
Cc1ccc(-c2nn(CC(=O)Nc3ccc(OC(F)(F)F)cc3)c(=O)c3ccccc23)cc1S(=O)(=O)N(C)C	-12
COc1ccc(S(=O)(=O)N2CCCC2C(=O)Nc2nc3c(s2)CCCC3)cc1 (stereo not drawn)	-7
Fc1ccccc1C1Oc2ccccc2C2CC(c3cccs3)=NN21 (stereo not drawn)	-26
COc1ccc(S(=O)(=O)NCCC(=O)NC(C)C)cc1	-4
CCOC(=O)c1ccc(N=Cc2ccc(C(C)C)cc2)cc1	6
COC(=O)c1cccc(NC(=O)CCCN2C(=O)c3ccccc3C2=O)c1	-9
COc1ccc(CCC(=O)NCc2cnn(C)c2)cc1	0
O=C(NCc1ccccc1)C1CCC(CNS(=O)(=O)c2cccs2)CC1 (stereo not drawn)	-8
CCC(C(=O)Nc1c2c(nn1-c1ccccc1C)CS(=O)(=O)C2)c1ccccc1 (stereo not drawn)	-11
O=C(NC1CCCC1)c1ccc(Cn2c(=O)[nH]c3ccccc3c2=O)cc1	-6
Cc1cc2ncn(/N=C/c3cc(Br)ccc3O)c2cc1C	-1
CCOCCOC(=O)C1=C(C)N(C)C(=O)NC1c1ccc(Cl)cc1 (stereo not drawn)	-19
O=C(CCCN1C(=O)c2cccnc2C1=O)Nc1ccc(C(F)(F)F)cc1	3
O=C(CCN1Cc2ccccc2C1)c1ccc2c(c1)OCCO2	-10
O=C1C2C(c3ccc(Cl)cc3)OC3(C(=O)c4ccccc4C3=O)C2C(=O)N1c1ccc(Br)cc1 (stereo not drawn)	-38
CC(C)(C)c1ccc(Oc2coc3cc(OC(=O)c4ccccc4)ccc3c2=O)cc1	-2
N#Cc1c(N)nc(SCC(=O)NCc2ccc3c(c2)OCO3)c(C#N)c1-c1cccs1	-1
Cc1nn(-c2ccccc2)c(Cl)c1C1CC(=O)Nc2c1ccc1ccccc21 (stereo not drawn)	-5
Brc1ccc(-c2nn(-c3ccccc3)cc2-c2nc3ccccc3[nH]2)cc1	-2
O=C(Nc1ccc(Cc2ccncc2)cc1)c1ccc(Cl)c([N+](=O)[O-])c1	-6
Cc1ccc2nc(NC(=O)CCNS(=O)(=O)c3cccc4nsnc34)sc2c1	2
COc1cccc(N(C(=O)c2ccn[nH]2)C2(C(=O)Nc3c(C)cccc3C)CCCCC2)c1	-6
COc1ccc(CNC(=O)CCSCc2cccc(Cl)c2)cc1	0
CCOC(=O)c1c(NC(=O)c2csc(C)c2)sc(C(C)=O)c1C	3
Cc1[nH]nc2c1C(C(C)C)C(C#N)=C(N)O2 (stereo not drawn)	-8
CCN(CC)CCN1C(=O)C(O)=C(C(C)=O)C1c1ccccc1 (stereo not drawn)	-4

Remaining list, next part.
SMILES	14-3-3g Raf
C=C(C)Cn1c(N2CCOCC2)nc2c1c(=O)[nH]c(=O)n2C	-1
COc1ccc(C2/C(=C(\O)c3ccccc3)C(=O)C(=O)N2CO)cc1 (stereo not drawn)	-9
COc1ccc(C2(O)CC3CCC(C2)N3c2nc(C)cc(C)c2C#N)cc1 (stereo not drawn)	-2
Cc1c(Cl)c([N+](=O)[O-])nn1CC(=O)Nc1ccc(OC(F)(F)F)cc1	-6
COc1ccccc1CNC(=O)c1cnn2c(C(F)(F)F)cc(-c3ccccc3)nc12	-5
Cc1sc(-c2nsc(=O)o2)cc1[N+](=O)[O-]	-16
Cc1noc(NS(=O)(=O)c2ccc(N/C=C/C(=O)c3cccnc3)cc2)c1C	2
CCOC(=O)c1c(NC(=O)CSc2nc(C)cc(C)c2C#N)sc(C(C)=O)c1C	-6
COc1ccccc1C(=O)N(c1ccc(C)cc1)S(=O)(=O)c1ccc(Cl)cc1	2
Cc1ccc(CSc2nc3ccsc3c(=O)n2C2CCCCC2)cc1	-1
O=C1NC(c2ccco2)Nc2ccccc21 (stereo not drawn)	-3
Cc1ccc(-c2cc(C(F)(F)F)n3ncc(C(=O)N4CCN(C)CC4)c3n2)cc1	-7&-10
CCOC(=O)C1=C(C)Nc2nc(SCc3ccccc3Cl)nn2C1c1ccccc1OC (stereo not drawn)	-2
CCOc1ccc(CCC(C)=O)cc1OCC	-10
C=CCSc1nnc2c(n1)OC(c1ccc(OC)c(OC)c1)Nc1ccc(Br)cc1-2 (stereo not drawn)	-18
Cc1ccc(CCP(=O)(O)CCc2ccc(C)nc2)cn1	12
O=C(Cn1nnc(-c2ccc3c(c2)OCO3)n1)NCc1ccco1	-16
Cc1ccc(S(=O)(=O)N=C(Nc2ccc(C)c(C)c2)Nc2nc(C)cc(C)n2)cc1	5
Cc1ccccc1C(=O)Nc1c2c(nn1-c1ccc(F)cc1)CS(=O)C2 (stereo not drawn)	-2
COc1ccccc1CNC(=O)c1ccc2c(=O)n(-c3ccc(OC)c(OC)c3)c(=S)[nH]c2c1	-24

Of the compounds above, these contain two or more sulfur atoms.
SMILES	14-3-3g Raf
Nc1nnc(SCC(=O)Nc2ccccc2N2CCOCC2)s1	6
Cc1ccc(S(=O)(=O)CC(=O)Nc2ccc(S(=O)(=O)Nc3onc(C)c3C)cc2)cc1	-5&-2
COc1ccc(S(=O)(=O)N2CCCC2C(=O)Nc2nc3c(s2)CCCC3)cc1 (stereo not drawn)	-7
O=C(NCc1ccccc1)C1CCC(CNS(=O)(=O)c2cccs2)CC1 (stereo not drawn)	-8
N#Cc1c(N)nc(SCC(=O)NCc2ccc3c(c2)OCO3)c(C#N)c1-c1cccs1	-1
Cc1ccc2nc(NC(=O)CCNS(=O)(=O)c3cccc4nsnc34)sc2c1	2
CCOC(=O)c1c(NC(=O)c2csc(C)c2)sc(C(C)=O)c1C	3
Cc1sc(-c2nsc(=O)o2)cc1[N+](=O)[O-]	-16
CCOC(=O)c1c(NC(=O)CSc2nc(C)cc(C)c2C#N)sc(C(C)=O)c1C	-6
Cc1ccc(CSc2nc3ccsc3c(=O)n2C2CCCCC2)cc1	-1

Other records
SMILES	14-3-3g Raf
O=C(O)c1ccc(N2C(=O)c3ccc(C(=O)c4cccc([N+](=O)[O-])c4)cc3C2=O)cc1	-2
CC(Sc1nc2c(c(=O)n(C)c(=O)n2C)n1Cc1cccc(C(F)(F)F)c1)C(=O)O (stereo not drawn)	-5
CCC(=O)Nc1nc(C)c(-c2csc(Nc3ccc(O)cc3)n2)s1	-2
CC(C)COC(=O)c1ccccc1OC(=O)c1ccncc1	-1
COc1ccc(Cc2nnnn2CC(=O)O)cc1	-6
Cc1c(C(=O)Nc2sc3c(c2C(N)=O)CCCC3)cccc1[N+](=O)[O-]	-3
CCOC(=O)C1=C(C)N2CCN=C2S1	-6
CNC(=O)NC(=O)CSc1cccc(C(F)(F)F)c1	4
O=C(c1cc(F)c(F)cc1Cl)N1CCOCC1	-2
COc1ccc(C(=O)N2CCC(C(=O)N3CCN(c4ccccc4F)CC3)CC2)cc1	0
O=C(CSc1nc2ccccc2c2nc3ccccc3n12)Nc1ccc(F)cc1	-3
Cn1c(=O)c2c(ncn2CC(=O)N2CCN(c3ccccc3F)CC2)n(C)c1=O	6
Cc1cc(Nc2ccc(N(C)C)cc2)c2cccc(C)c2n1	-39
COc1ccc(NC(=NS(=O)(=O)c2ccccc2)c2ccccc2F)cc1	-11
O=C(CCC1CCCC1)NCc1ccccn1	-9
COc1cc2c(cc1OC)C1C(C(=O)NC3CC3)c3ccccc3C(=O)N1CC2 (stereo not drawn)	0
O=C(CCC(=O)N1CCCc2ccccc21)N1CCN(S(=O)(=O)c2ccccc2)CC1	-6
COc1ccc(OC)c(NC(=O)COc2cc(C)ccc2C(C)C)c1	74*
C=CCSc1nnc2c(n1)OC(c1ccc(N(C)C)cc1)Nc1ccccc1-2 (stereo not drawn)	38*
COc1cc2[nH]c(=S)nc(NCCNC(C)=O)c2cc1OC	0

Molecules above containing bromine:
SMILES	14-3-3g Raf
Cc1cc2ncn(/N=C/c3cc(Br)ccc3O)c2cc1C	-1
O=C1C2C(c3ccc(Cl)cc3)OC3(C(=O)c4ccccc4C3=O)C2C(=O)N1c1ccc(Br)cc1 (stereo not drawn)	-38
Brc1ccc(-c2nn(-c3ccccc3)cc2-c2nc3ccccc3[nH]2)cc1	-2
C=CCSc1nnc2c(n1)OC(c1ccc(OC)c(OC)c1)Nc1ccc(Br)cc1-2 (stereo not drawn)	-18

Continued:
SMILES	14-3-3g Raf
Cc1ccc(-c2nc3ccccc3o2)cc1NC(=O)c1ccc2c(c1)OCO2	-128
Cc1c(C(=O)OCCOC(C)C)[nH]c2c1C(=O)CC(C)(C)C2	3
COc1ccccc1NC(=O)CN1CCN(c2ccc(Cl)cc2)CC1	-8
COc1cc(Br)c(C2CC(=O)Nc3cc4c(cc32)OCO4)cc1OC (stereo not drawn)	4
CCOC(=O)c1sc2nc3c(c(-c4ccc(Cl)cc4)c2c1N)CCCCC3	1
O=C(O)c1ccccc1OCCOc1ccccc1	-9
CC(=O)Nc1ccc(N2C(=O)CSC2c2ccc([N+](=O)[O-])cc2)cc1 (stereo not drawn)	1
Cc1cc(C(=O)Nc2ccc3c(c2)OCCO3)c(C)o1	9&-2
Brc1ccccc1Cn1c(-c2cncs2)nc2ccccc21	-7
COc1ccc(S(=O)(=O)N(CC(=O)Nc2ccc(C)c(Cl)c2)c2ccc(C)cc2)cc1	-13
O=C1c2ccccc2S(=O)(=O)N1CC(O)Cn1c2ccc(Br)cc2c2cc(Br)ccc21 (stereo not drawn)	-2
C=CCOc1ccc(C2Oc3nc(SCC=C)nnc3-c3ccccc3N2C(C)=O)cc1 (stereo not drawn)	-9
Cc1c(Br)c(-c2n[nH]c(=S)n2Cc2ccco2)nn1C	-12
CCOC(=O)c1cc(-c2ccsc2)no1	-5
Nc1ccc(N2CCCCC2)cc1N1CCCCC1	-34
O=C(Nc1cc(C(F)(F)F)ccc1Cl)c1noc2c1CCC2	-9
O=C(O)C1C2C=CC(C2)C1C(=O)NCCCn1ccnc1 (stereo not drawn)	7
Cc1ccc(CSCc2ccc(C(=O)NCc3ccccn3)o2)cc1	4
CCN(CC)CCNC(=O)Cc1c(C(=O)O)n(CC)c2ccccc12	7
COc1ccc(O)c(C2=NCCNC(C(F)(F)C(F)F)=C2)c1	-4

Reprinted at random: 3 records from the list.
SMILES	14-3-3g Raf
O=C(O)C1C2C=CC(C2)C1C(=O)NCCCn1ccnc1 (stereo not drawn)	7
Cc1c(Br)c(-c2n[nH]c(=S)n2Cc2ccco2)nn1C	-12
O=C1c2ccccc2S(=O)(=O)N1CC(O)Cn1c2ccc(Br)cc2c2cc(Br)ccc21 (stereo not drawn)	-2

Remaining list, next part:
SMILES	14-3-3g Raf
COc1ccccc1C1C2=C(CCCC2=O)Nc2ccccc2N1C(C)=O (stereo not drawn)	-4
CCC(C)OC(=O)C1=C(C)NC2=C(C(=O)C(C(=O)OC)C(C)C2)C1c1ccc(OC)cc1OC (stereo not drawn)	-13
COc1ccc(C2C(C(=O)Nc3cnc4ccccc4c3)CC(=O)N2c2ccc(OC)cc2)cc1 (stereo not drawn)	-4
CN1C(=O)C(O)(CC(=O)c2ccc(Cl)cc2)c2ccccc21 (stereo not drawn)	-5
COc1cc(OC)cc(C(=O)Nc2cc(C(=O)N3CC(C)CC(C)C3)ccc2N2CC3CC(C2)c2cccc(=O)n2C3)c1 (stereo not drawn)	-10
CC1=C(C(=O)Nc2ccc(C)cc2)C(c2ccc(C)o2)C2=C(CC(C)(C)CC2=O)N1 (stereo not drawn)	2
Cc1ccc(NC(=O)Cn2cnc3c(=O)n(C)c(=O)n(C)c32)c(C)c1	2

An excerpt (hit frequency here may not be typical).
